Bioassay records deposited in PubChem BioAssay by SRMLSC.
Ecoli WT growth: growth inhibitors of wild type E. coli, primary screen, strain BW25113 wild type, absorbance readout. AID 552, 2006. inhibition, % at 10 µM. E. coli BW25113 growth inhibition, OD600. hit rate 0.05% among 20,000; in the data active = inhibition above about 40%;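 note: bacteria exposed to compound for 20 hours at 37 °C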
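Assay system: Bacterial strain in a whole-cell growth screen | Amount: Inoculum from a 1:1000 dilution of a 1.5 h subculture | Detection: Absorbance at 615 nm as a measure of bacterial growth | Timing: 20 h exposure, 37 °C | Buffer or medium: LB plus kanamycin 50 µg/mL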
Numbers without * were called inactive.

SMILES | Ecoli WT growth
CCOC(=O)c1sc(=NC(=O)c2ccc(OC)c(OC)c2)n(C)c1C | -3.2
OC1(c2cccc(C(F)(F)F)c2)CCN(c2ccc(-c3ccccc3)nn2)CC1 | 4.5
CCOc1ccc(NC(=O)CSc2n[nH]c(=O)n2-c2ccccc2)cc1 | 5.8
CCc1[nH]nc2c1C(c1cccnc1)C(C#N)=C(N)O2 (stereo not drawn) | -19.0
Cc1ccc(S(=O)(=O)Cc2ccc(C(=O)N3CCN(Cc4ccccc4)CC3)o2)cc1 | -2.9
COc1ccccc1OCc1nc(Cc2ccc(Cl)cc2)no1 | -18.2
Cc1occc1-c1nnc(SCC(=O)N2CCOCC2)n1Cc1ccco1 | -1.1
CCOC(=O)c1cc(CC)sc1NC(=O)COC | 3.6
Cc1ccc(C)c(N2CCN(C(=O)c3cc4ccccn4n3)CC2)c1 | -6.2
O=c1cc(C(F)F)oc2c1ccc1ccccc12 | 1.9
Cc1ccc2c(C)c(C(=O)Nc3nnc(C)s3)oc2c1 | -2.1
COc1cc2c(cc1OC)C(c1ccc(C)o1)CC(=O)N2 (stereo not drawn) | 10.1
COc1ccc(N2C(=O)CC(Nc3ccc(N4CCOCC4)cc3)C2=O)c(OC)c1 (stereo not drawn) | -14.0
CC(NC(=O)COc1ccccc1)C(=O)NC1=NCCS1 (stereo not drawn) | -6.0
C=CCn1c(=O)/c(=C/c2ccc(O)cc2)s/c1=C(/C#N)c1nnc2n1CCCCC2 | -5.7
COc1ccccc1Nc1nc(N)nc(CN2CCc3ccccc3C2)n1 | -17.1
CCCCN1CN(S(=O)(=O)c2cccs2)c2nc3ccccc3nc21 | -6.1
COc1ccccc1NC(=O)N1CCCC1C(=O)NC1CCCCC1 (stereo not drawn) | -3.9
CCC(=O)Nc1ccccc1C(=O)OCC(=O)Nc1ccc(S(N)(=O)=O)cc1 | -8.0
COc1ccc(NC(=O)CSc2nc3c(c(=O)n2-c2ccc(F)cc2)SCC3)c(OC)c1 | -1.2
COc1ccc2c(c1)C(=NO)c1cc(OC)ccc1-2 | -4.1
Cc1cc(=O)n(-c2ccc3ccccc3n2)[nH]1 | -0.1
COc1cccc(-c2nnn(CC(=O)O)n2)c1 | -1.3
CSc1ccccc1C(=O)NCc1ccc2c(c1)OCO2 | -13.6
O=C(O)c1ccc(S(=O)(=O)Cc2ccccc2)cc1 | 8.2
COc1ccc(OC)c(-c2nnc(SCC(=O)NC3CCCCC3)o2)c1 | 15.0
COC(=O)C1=C(C)n2nnnc2NC1c1cc2ccccc2o1 (stereo not drawn) | -0.1
Cn1c(=O)n(C)c2cc(S(=O)(=O)N3CCCc4ccccc43)ccc21 | -13.8
CCN1CCN(Cc2c(C)[nH]c3ccc(C(=O)OC)cc3c2=O)CC1 | -24.5
COc1ccc(C2/C(=C(/O)c3ccc(OC(C)C)cc3)C(=O)C(=O)N2CCCN2CCOCC2)cc1 (stereo not drawn) | -4.4
CCOCCCNC(=O)C(c1ccccc1)N(Cc1ccc2c(c1)OCO2)C(=O)CNC(C)=O (stereo not drawn) | 20.0
CCN(CC)C(=O)Cn1ncc2c1-c1ccccc1OC2 | 4.1
CCn1c(=O)n(CC(=O)NCc2ccccc2OC)c(=O)c2ccccc21 | -3.9
CCc1ccc2nc(NC(=O)CSCc3c(C)noc3C)sc2c1 | 22.3
COCc1cc(C)nc2sc(C(=O)N3CCCC3)c(N)c12 | -17.9
COc1ccc(C(=O)NCc2nnc(SC)n2C2CCCCC2)cc1 | 8.8
COc1ccc(NC(=O)C(C)NS(=O)(=O)c2ccc(NC(C)=O)cc2)cc1Cl (stereo not drawn) | -3.1
COC(=O)C1=C(C)NC(=O)C1(NC(=O)c1cccnc1)C(F)(F)F (stereo not drawn) | -7.3
CCCNC(=O)CCC(NS(=O)(=O)c1ccc(C)cc1)C(=O)NCCC (stereo not drawn) | -18.8
c1ccc(CCc2nn3c(Cn4cnc5ccccc54)nnc3s2)cc1 | 1.5

Some of the entries so far, field by field:
> Cn1c(=O)n(C)c2cc(S(=O)(=O)N3CCCc4ccccc43)ccc21
  Ecoli WT growth = -13.8
> CCN1CCN(Cc2c(C)[nH]c3ccc(C(=O)OC)cc3c2=O)CC1
  Ecoli WT growth = -24.5

Looked up above:
For Ecoli WT growth, CCOC(=O)c1cc(CC)sc1NC(=O)COC is entered as 3.6
For Ecoli WT growth, CCOC(=O)c1sc(=NC(=O)c2ccc(OC)c(OC)c2)n(C)c1C is entered as -3.2

Further records follow:
SMILES | Ecoli WT growth
CCOC(=O)CS(=O)(=O)c1ccc2ccccc2c1 | -17.2
O=C(NCCc1c[nH]c2ccccc12)c1ccc(S(=O)(=O)NCc2ccco2)cc1 | -4.5
CN(c1ccccc1)C(c1ccc(F)cc1)c1nnnn1CC1CCCO1 (stereo not drawn) | -1.0
CN1CC2CCCC3(C1)C(=O)NC1(CCCCC1)N=C23 (stereo not drawn) | 14.7
COc1ccccc1Nc1ccc(C(=O)NC2CCCCC2)cn1 | -4.3
CN(C)c1nc(N)nc(CSc2nc3cc(Cl)ccc3o2)n1 | -24.5
O=C(COc1ccc(Br)cc1)Nc1ccc(-c2nnc(-c3ccco3)o2)cc1 | 6.5
Cc1ccc(N2CC(C(=O)Nc3ccc(S(=O)(=O)N4CCOCC4)cc3)CC2=O)cc1 (stereo not drawn) | -12.1
CCCCCn1c(CN2CCN(c3cccc(Cl)c3)CC2)nc2c1c(=O)n(C)c(=O)n2C | -3.8
CC(C)(C)NC(=O)C(Cc1ccccc1)NS(=O)(=O)c1cccc2nsnc12 (stereo not drawn) | 1.5
CC12CCC(C(=O)NCc3cccnc3)(OC1=O)C2(C)C (stereo not drawn) | -23.9
CC1(C(=O)O)CC(C)(C(=O)O)CC(C)(C(=O)O)C1 (stereo not drawn) | -15.1
COc1ccc(OC)c(NC(=O)CSC2=NCCS2)c1 | -23.9
Oc1cc(NCc2cccnc2)ccc1-c1nc2ccccc2o1 | -1.9
C=CCSc1nc(N)c(C(=O)Nc2ccccc2C)cc1C(N)=O | -2.3
O=C(NC(C(=O)c1ccccc1)n1ccc(=O)[nH]c1=O)c1ccccc1 (stereo not drawn) | 3.7
O=C(CSc1ncccn1)NCc1ccccc1 | 0.2
COc1cc(C(=O)Nc2cc(C)ccn2)cc(OC)c1OC | 17.4
O=C(CSc1ccccn1)Nc1ccc(Br)cn1 | -12.2
Cc1cc(N)n2nc(-c3ccccc3)cc2n1 | -1.6
CC(=O)Nc1ccccc1OCC(=O)c1cc(C)n(Cc2cccs2)c1C | 3.9
COc1ccc(S(=O)(=O)NCc2ccco2)c2ccccc12 | -22.2
COc1cccc(NC(=O)CSc2nc(N)cc(N)n2)c1 | -5.7
Cc1ccccc1NC(=O)CCC(=O)OCCCC(F)(F)C(F)(F)F | -17.2
COc1ccc(NC(=O)CCS(=O)(=O)c2ccc(OC)cc2)cc1 | 8.1
CCc1nn2cc(-c3ccccc3)nc2s1 | -18.7
Cc1cccc(NC(=O)CCN2CC(C)OC(C)C2)c1 (stereo not drawn) | -22.2
O=C(Nc1cccc(C(=O)N2CCCCCC2)c1)c1ccco1 | -22.2
CN=c1sc(C(=O)Nc2cccc(Cl)c2)cc(=O)n1C | -29.2
c1ccc2ncc(-n3cnnn3)cc2c1 | 6.9
COc1ccc(S(=O)(=O)N2CCN(C(=O)c3cccc(Cl)c3)CC2)cc1 | -14.8
O=C(Oc1ccc(Cl)cc1N1C(=O)CCC1=O)c1ccco1 | -1.5
Cc1cc(C)n(-c2ccc(N3CCOCC3)nn2)n1 | 3.6
CCn1c(=O)cc(OCC(=O)NC2CCCCC2)c2ccccc21 | 2.8
COc1ccc(N2CCC(CNS(=O)(=O)c3cccc(C(F)(F)F)c3)C2)cc1 (stereo not drawn) | -2.4
COc1nc(Nc2ccc(OC)c(Cl)c2)nc(OC)n1 | -23.1
CCOC(=O)c1c(C)[nH]c(C=Nc2ccccc2)c1O | -4.3
COc1ccc(Cc2nnc(SCC(=O)c3ccc(OC)cc3)o2)cc1 | 5.4
CCOC(=O)CNC(=O)c1c(C)nn(-c2ccccc2)c1Cl | -3.0
COCC(=O)Nc1ccccc1C(=O)NC(C)C | -10.9

Continued, overlapping the part above by 7 compounds.
SMILES | Ecoli WT growth
CCn1c(=O)cc(OCC(=O)NC2CCCCC2)c2ccccc21 | 2.8
COc1ccc(N2CCC(CNS(=O)(=O)c3cccc(C(F)(F)F)c3)C2)cc1 (stereo not drawn) | -2.4
COc1nc(Nc2ccc(OC)c(Cl)c2)nc(OC)n1 | -23.1
CCOC(=O)c1c(C)[nH]c(C=Nc2ccccc2)c1O | -4.3
COc1ccc(Cc2nnc(SCC(=O)c3ccc(OC)cc3)o2)cc1 | 5.4
CCOC(=O)CNC(=O)c1c(C)nn(-c2ccccc2)c1Cl | -3.0
COCC(=O)Nc1ccccc1C(=O)NC(C)C | -10.9
O=C(OCc1ccc(F)cc1Cl)c1ccccn1 | -13.3
C1=Nc2c(NCc3ccccc3)ncnc2Oc2ccccc21 | -3.0
O=C(c1ccco1)N1CCN(S(=O)(=O)c2ccc(F)cc2)CC1 | 2.9
C=CCOc1cccc(C2/C(=C(/O)c3ccccc3)C(=O)C(=O)N2CCN2CCOCC2)c1 (stereo not drawn) | -21.8
CCOC(=O)Nc1ccc(NC(=O)c2c(OC)cccc2OC)cc1 | -9.7
O=C(NCc1cccs1)c1ccc2c(c1)OCCO2 | 6.0
CCOC(=O)Cn1c(=O)c(-c2ccccc2N)nc2ccccc21 | 9.2
Nc1ccc2cn[nH]c2c1 | 13.9
COc1ccc(N2CCN(c3oc(COc4ccccc4Cl)nc3C#N)CC2)cc1 | 0.8
COC(=O)c1ccc(NC(=O)CN(c2ccc(OC)cc2)S(C)(=O)=O)cc1 | -27.6

Pulled by structure from above (3):
SMILES | Ecoli WT growth
O=C(NCc1cccs1)c1ccc2c(c1)OCCO2 | 6.0
Nc1ccc2cn[nH]c2c1 | 13.9
CCOC(=O)Nc1ccc(NC(=O)c2c(OC)cccc2OC)cc1 | -9.7

(further entries)
SMILES | Ecoli WT growth
O=C(NCc1ccccn1)C(C(=O)c1ccc(F)cc1)n1ccccc1=O (stereo not drawn) | 4.9
Fc1ccccc1Cn1nnc2c(-n3ccnc3)ncnc21 | 8.6
CCOC(=O)CSc1nc(C)c2cc(OC)ccc2n1 | 3.9
COc1ccccc1NC(=O)CSc1nnc(Cn2nnc(-c3ccccc3)n2)n1-c1ccccc1 | 2.8
O=C(Nc1cccnc1)c1noc2c1CCCCC2 | -3.7
CC1=CC2=C(OC1N(C)C)c1cccc3cccc(c13)C2=O (stereo not drawn) | 0.2
O=C(CSc1nnc2scc(-c3ccccc3)n12)NCc1ccc2c(c1)OCO2 | -7.8
CC1CCN(c2nc3ccccc3nc2C(C#N)C(=O)OC2CCCCC2)CC1 (stereo not drawn) | 6.4
CCOCCCNC(=O)c1ccc(OC(C)=O)cc1 | -7.5
CC(C)OC(=O)c1ccc(OC(=O)c2cccnc2)cc1 | -4.3
CC(C(=O)Nc1ccc2c(c1)OCO2)N(c1ccc(Cl)cc1)S(C)(=O)=O (stereo not drawn) | -16.7
CCOC(=O)CN1C(=O)c2ccccc2C1=O | -17.4
COC(=O)C(O)(CC(=O)Nc1ccc(Cl)cc1F)C(F)(F)F (stereo not drawn) | -28.4
CC(C)Oc1cccc(C(=O)Nc2ccc(CN3CCOCC3)cc2)c1 | 7.6
CC(c1ccccc1)n1cnc2ccccc21 (stereo not drawn) | -1.5
Cc1cnc(NC(=O)CSc2nnc(COc3c(C)cccc3C)o2)s1 | -0.6
C=CCNC(=O)COc1ccc(S(=O)(=O)NC2CCCCC2)cc1 | -27.6
CCCCOc1ccc(C(=O)Nc2ccc(N3CCN(C(C)=O)CC3)cc2)cc1 | 14.8
CSc1ccccc1NC(=O)C1CC(c2ccccc2O)=NO1 (stereo not drawn) | -5.3
CCCCC(=O)Nc1ccccc1C#N | -20.5
Cc1c(NC(=O)c2ccc(Cl)c(S(=O)(=O)N3CCOCC3)c2)c(=O)n(-c2ccccc2)n1C | -19.6
CCOC(=O)CNS(=O)(=O)c1c(C)noc1C | 5.7
COc1cc(Nc2cc(C)nc3ncnn23)cc(OC)c1OC | -3.9
Nn1c(SCC(=O)Nc2ccc3c(c2)OCCO3)nnc1C(F)(F)F | -2.1
NC(=O)C1(N2CCCCC2)CCN(Cc2ccccc2Cl)CC1 | -2.7
Cc1cc(C(F)F)n2nc(C(=O)Nc3ccc(F)cc3F)nc2n1 | -15.2
COc1cc(OC)c(C(=O)NC2CCCCCC2)cc1OC | 5.2
Cc1ccc(C)c(C(=O)CCC(=O)Nc2cccnc2)c1 | -18.2
CC(C)CC1NC(=O)N(CC(=O)N2CCN(S(=O)(=O)c3ccc(Cl)cc3)CC2)C1=O (stereo not drawn) | 4.9
O=C(O)CCn1c(=O)c2ccccc2c2ccccc2c1=O | 14.2
O=C(N1CCOCC1)N1CCN(S(=O)(=O)N2CCCCC2)CC1 | -13.6
CN1CCN(c2ccc(NC(=O)COc3ccccc3Cl)cc2)CC1 | -16.1
Cc1ccc(S(=O)(=O)N2CCCC2C(=O)N2CCCCCC2)cc1 (stereo not drawn) | -14.6
CCCCOc1ccc(Cl)cc1CSc1nnc(C)n1N | -17.1
COC(=O)c1sccc1NC(=O)CSc1nnnn1-c1ccccc1F | -16.0
CC12CC3CC(C)(C1)CC(C(=O)Nc1nn[nH]n1)(C3)C2 | -11.6
COc1ccc(OC)c(S(=O)(=O)NCCO)c1 | -6.5
O=C(OCC(=O)c1c[nH]c2ccccc12)C1=COCCO1 | -3.8
O=C(c1ccc(COc2ccccc2Br)o1)N1CCCCCC1 | 5.6
Cc1nn2c(-c3cccc(NC(=O)c4ccco4)c3)nnc2c2ccccc12 | -10.6
CCN1C(=O)C(C(=O)Nc2ccc(OC)cc2)C2CC1(C)Oc1ccccc12 (stereo not drawn) | -5.1
CCNS(=O)(=O)c1ccc(OC)c(C)c1 | -18.5

Only part of the results is shown; rates above refer to the full screens.
